TEAD-YAP inh: TEAD-YAP interaction inhibition, primary screen, TEAD-YAP interaction inhibitor project, luminescence, HEK-TIYL cells; TEAD-Gal4/YAP UAS-luciferase luminescence; AID 1259422, 2018; inhibition, % at 9.12 µM; 1.4% of 640,000 active; in the data active = inhibition above about 32%;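 note: 0% = median of test compound wells and 100% = reference inhibitor wells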
GPR151 activ: activators of human GPR151, primary screen, cell-based, PathHunter beta-arrestin, luminescence | PathHunter beta-arrestin GPR151 cells | activation, % at 11.2 µM | 1% of 650,000 active | AID 1508602, 2020; in the data active = activation above about 4.9%;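 note: 0% = median of compound wells and 100% = cells with positive control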
Target sequence (Q8TDV0 whole entry, looked up): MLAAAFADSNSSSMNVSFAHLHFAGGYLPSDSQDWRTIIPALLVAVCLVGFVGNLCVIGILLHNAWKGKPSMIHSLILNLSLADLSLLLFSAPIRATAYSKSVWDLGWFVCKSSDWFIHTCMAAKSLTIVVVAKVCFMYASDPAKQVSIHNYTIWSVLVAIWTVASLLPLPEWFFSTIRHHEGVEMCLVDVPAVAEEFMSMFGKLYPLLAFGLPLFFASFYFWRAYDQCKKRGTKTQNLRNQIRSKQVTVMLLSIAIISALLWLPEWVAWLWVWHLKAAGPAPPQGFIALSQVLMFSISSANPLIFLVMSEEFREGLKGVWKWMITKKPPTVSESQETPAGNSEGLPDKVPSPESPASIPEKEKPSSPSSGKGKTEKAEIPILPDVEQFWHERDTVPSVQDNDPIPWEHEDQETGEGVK
FBW7 act: FBW7 E3 ligase activators, primary screen, biochemical, AlphaScreen, human. F-box/WD repeat-containing protein 7 (Homo sapiens), Q969H0. AlphaScreen FBW7–phospho-cyclin E peptide binding, activator screen. normalized activity (activation), % at 26.1 µM. 0.13% of 650,000 active; in the data active = normalized activity above about 1.9%;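 note: purified mutant Fbw7 with reduced substrate affinity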
MITF inh: MITF inhibitors, primary screen, biochemical, AlphaScreen, human. AlphaScreen MITF homodimerization, bead proximity signal. inhibition, % at 2.6 µM. 0.91% of 650,000 active; in the data active = inhibition above about 50%;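 note: 0% = vehicle wells with protein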
Target sequence (O75030 whole entry, looked up): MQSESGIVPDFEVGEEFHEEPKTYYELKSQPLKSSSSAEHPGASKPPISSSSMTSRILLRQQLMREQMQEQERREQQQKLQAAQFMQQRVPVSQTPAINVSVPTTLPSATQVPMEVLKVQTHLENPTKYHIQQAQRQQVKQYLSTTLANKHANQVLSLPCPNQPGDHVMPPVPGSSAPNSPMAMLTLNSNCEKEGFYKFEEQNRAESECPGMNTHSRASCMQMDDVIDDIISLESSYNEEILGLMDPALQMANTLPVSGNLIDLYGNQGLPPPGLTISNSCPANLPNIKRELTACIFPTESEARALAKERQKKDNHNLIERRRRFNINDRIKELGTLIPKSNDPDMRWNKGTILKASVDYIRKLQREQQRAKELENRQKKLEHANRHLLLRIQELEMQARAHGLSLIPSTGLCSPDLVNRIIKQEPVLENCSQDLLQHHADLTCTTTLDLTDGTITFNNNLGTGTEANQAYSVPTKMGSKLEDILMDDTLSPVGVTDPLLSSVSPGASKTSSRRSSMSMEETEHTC
An asterisk follows results filed as active.

item	Molecule	TEAD-YAP inh	GPR151 activ	FBW7 act	MITF inh
1	Cc1ccc(OCC(=O)Nc2ccc(S(=O)(=O)NC(C)(C)C)cc2)c(C)c1	-1	-1.1	0.7	-5
2	COc1ccc(-c2nnc(Nc3nc4c(F)cccc4s3)o2)c(OC)c1	-6	-0.1	0.3	-3
3	CCCOC(=O)c1ccc(NC(=O)c2ccc(OC)c(I)c2)cc1	3	0.3	0.1	6
4	Cc1cc(Cl)ccc1OCC(O)CN1CCOCC1 (stereo not given)	-13	-0.1	0.2	-3
5	Cc1ccccc1NC(=O)C1Sc2nnc(C)n2NC1c1ccc(Cl)cc1 (stereo not given)	8	-0.4	-0.1	3
6	O=C(CN1C(=O)C2CCCN2S(=O)(=O)c2ccccc21)NCc1ccccc1 (stereo not given)	1	-0.7	0.1	10
7	Cc1cc(NCC(C)(C)CN(C)C)n2nc(-c3cccs3)cc2n1	-7	-0.4	0.1	16
8	COc1ccccc1CNC(=O)c1ccc2c(=O)nc3c(-c4ccccc4)n[nH]n3c2c1	10	-0.3	0.2	-2
9	C/C(N)=C(/C#N)C(=O)COC(=O)c1ccccc1C(=O)c1ccc(C)cc1	-2	1.9	-0.1	13
10	CCN(C1CCCCC1)S(=O)(=O)c1cc(C)ccc1OC	-8	0.1	1.1	11
11	C=C(C)Cn1c(SCC(=O)O)nnc1-c1ccc(OC)cc1	-5	0.1	0.0	-3
12	Cc1cccc(C)c1Nc1ncnc2ccccc12	-11	0.9	-0.1	-8
13	CCOC(=O)CN(Cc1sccc1C)C(=O)Nc1ccccc1	-15	-0.1	-0.3	-5
14	N#CC1=C(N)Oc2cc3ccccc3cc2C1c1cccnc1 (stereo not given)	48*	-1.0	0.2	10
15	COc1ccc2c(C(F)(F)F)cc(=O)oc2c1C	7	0.1	0.0	6
16	CSc1nsc2nc(=O)c(/C=C3\C=CC=N3)c(N)n12	-44	-6.8	0.2	13

Record cards, as listed above.
N#CC1=C(N)Oc2cc3ccccc3cc2C1c1cccnc1 (stereo not given) reads TEAD-YAP inh: 48*; GPR151 activ: -1.0; FBW7 act: 0.2; MITF inh: 10
CCN(C1CCCCC1)S(=O)(=O)c1cc(C)ccc1OC reads TEAD-YAP inh: -8; GPR151 activ: 0.1; FBW7 act: 1.1; MITF inh: 11
Cc1cccc(C)c1Nc1ncnc2ccccc12 reads TEAD-YAP inh: -11; GPR151 activ: 0.9; FBW7 act: -0.1; MITF inh: -8

The results go on.
item	Molecule	TEAD-YAP inh	GPR151 activ	FBW7 act	MITF inh
17	COC(=O)CSc1nc(C2CC2)nc2ccccc12	-6	1.5	0.1	72*
18	COc1ccc(NC(=O)CSc2nnc(C3CCCCC3)o2)cc1OC	12	-0.1	-0.1	-2
19	O=C(c1ccc2c(c1)C(=O)N(Cc1ccco1)C2O)N1CCOCC1 (stereo not given)	-1	0.3	-0.2	9
20	O=C(C1CCC1)N1CCN(c2ccc(Cl)cc2)CC1	0	-1.6	0.4	20
21	CSCCC(NC(=O)c1ccc(C(C)(C)C)cc1)C(=O)O (stereo not given)	9	-0.8	0.2	2
22	COC(=O)CSc1nc(C)c(C)c(C)c1C(N)=O	0	-0.1	-0.2	-3
23	CCOc1ccc(NC(=O)CSc2nc(O)c(CC)c(=O)n2-c2ccccc2)cc1	12	-0.7	-0.2	-4
24	CC(C)N(CC#CC(C)(C)O)Cc1ccccc1	-4	0.8	-0.1	-6
25	CCN1CCN(CCCN2C(=O)C3C(C(=O)Nc4ccc(C(C)C)cc4)C4C=CC3(O4)C2C(=O)NC2CCCC(C)C2C)CC1 (stereo not given)	3	-0.6	0.1	0
26	O=C(O)CCCNC(=O)Cn1cnc2sc3c(c2c1=O)CCCC3	-4	0.2	-0.3	2
27	CC(=O)Nc1ccc(S(=O)(=O)NCCOC23CC4CC(CC(C4)C2)C3)cc1	7	0.7	0.2	14
28	NC(=O)CSc1nnc2ccc3ccccc3n12	3	-0.6	-0.3	-1
29	Cc1ccc(OCC(O)CNC(C)(C)C)cc1C (stereo not given)	1	1.2	0.0	11
30	c1cc(CN2CCc3nncn3CC2)cc(-c2ccco2)c1	-12	-0.3	0.1	8
31	Cc1cccc2c(=O)c(-c3ccc4c(c3)OCO4)c(NC(=O)C3CCCCC3)oc12	-7	0.7	-0.3	-15
32	COCCCNCCOCCOc1ccc(C(C)(C)C)cc1C	-10	-1.6	0.4	37
33	Fc1ccccc1-c1nccnc1NCCc1ccncc1	0	-0.3	-0.1	5
34	COc1ccc(-n2cc(C(=O)Nc3ccc(OC)c(Cl)c3)c3ccccc3c2=O)cc1	5	0.9	-0.2	2
35	Cc1ccc(-n2nnc3c(=O)n(CC(=O)NCc4ccc(F)cc4)cnc32)cc1	-10	-0.2	0.0	-15
36	CCC(=O)Nc1ccc(S(=O)(=O)NCCc2ccc3c(c2)CCCN3C)c(C)c1	2	0.1	-0.2	21
37	COc1ccc(C(=O)CN2CCN(c3ccccn3)CC2)cc1	-9	-2.9	0.1	22
38	CC(C)(O)C(/C=C/c1ccccc1)=N/NC(N)=O	-12	-0.5	-0.1	7
39	CCc1ccc(-c2nc(SCC(N)=O)n[nH]2)cc1	-33	-0.3	0.4	10
40	Cc1cccc(C(=O)Nc2nnc(S(=O)(=O)N3c4ccccc4CC3C)s2)c1 (stereo not given)	-6	1.0	0.2	9
41	O=C(Nc1nc(-c2cc3ccccc3oc2=O)cs1)c1ccccc1Br	-10	0.0	-1.2	0
42	CN1C(=O)C(=Cc2cc(Cl)ccc2O)C(=O)N(C)C1=O	-4	1.8	-0.1	6
43	COc1ccccc1N=C1SC(C(=O)Nc2ccc(C)c(Cl)c2)CC(=O)N1C (stereo not given)	-13	-0.7	0.0	2
44	COC(=O)c1cc(NC(=O)Cn2ccsc2=N)cc(C(=O)OC)c1	3	-0.7	-0.1	12
45	CCOC(=O)c1c(NC(=O)CCN2C(=O)c3ccccc3C2=O)sc2c1CCCCC2	-5	-1.1	0.2	11
46	CN(C)C(=O)c1nc2ccc(Cl)cn2c1CNCCn1cccn1	0	-1.1	-0.2	-2
47	Cc1cc(NC(=O)COC(=O)CSc2ccc(C)c(C)c2)no1	-2	-0.8	-0.1	11
48	Oc1ccc(-c2cncc(-c3cncc(OCC4CCCNC4)c3)c2)cc1 (stereo not given)	1	-0.7	-0.4	6
49	CCC(C)(C)C(=O)Nc1ccccc1OC	-7	2.4	0.0	-3
50	CCCN(CCC)C(=O)CSc1nc2n[nH]c(C)c2c(=N)n1-c1ccc(OCC)cc1	4	0.0	0.3	0
51	O=C(Nc1ccc(CN2CCCCC2)cc1)c1ncoc1-c1ccccc1F	7	0.7	0.0	-1
52	CCOc1cc2c(cc1OCC)C(c1ccccc1OC)NCC2 (stereo not given)	5	-0.3	0.0	1
53	CCOCCCNC(=O)c1cccnc1SCc1cccc(Br)c1	2	0.6	-0.1	5
54	Cc1cccc(OCC(=O)Nc2ccccc2F)c1C	-52	-0.9	-0.1	-6
55	Cc1ccc(C)c(NC(=O)C(=O)NCCC2CCCCN2S(=O)(=O)c2cccs2)c1 (stereo not given)	3	-0.1	-0.3	-6
56	CC(Oc1ccc(C#N)cc1)C(=O)Nc1ccc(F)c([N+](=O)[O-])c1 (stereo not given)	4	1.3	0.0	15

Two compounds picked at random from the list so far:
item	Molecule	TEAD-YAP inh	GPR151 activ	FBW7 act	MITF inh
6	O=C(CN1C(=O)C2CCCN2S(=O)(=O)c2ccccc21)NCc1ccccc1 (stereo not given)	1	-0.7	0.1	10
18	COc1ccc(NC(=O)CSc2nnc(C3CCCCC3)o2)cc1OC	12	-0.1	-0.1	-2

Next entries follow.
item	Molecule	TEAD-YAP inh	GPR151 activ	FBW7 act	MITF inh
57	CCOC(=O)/C(=C/C=C1\Sc2ccccc2N1CC)C(C)=O	-2	0.9	0.3	16
58	Nc1cccn2cc(-c3ccccc3)nc12	-40	-1.0	0.2	18
59	O=C(CNS(=O)(=O)c1ccc(Cl)cc1)NC1CCCCCC1	-6	1.2	-0.3	-2
60	C=CCN1C(=O)/C(=C\c2ccc(-c3cccc([N+](=O)[O-])c3)o2)C(=O)NC1=S	1	0.5	0.1	7
61	COc1ccc(C(=O)NNC(=O)c2ccccc2[N+](=O)[O-])cc1OC	3	-0.2	-0.2	18
62	CCN1C(=O)N/C(=C/c2ccc(-c3cc(C(=O)O)ccc3Cl)o2)C1=O	-2	1.9	0.0	47
63	Cc1ccc(C)c(OCCOc2ccc(/C=C3/C(=N)N4C(c5ccccc5)=CSC4=NC3=O)cc2)c1	-6	0.3	-0.2	-10
64	COc1cccc(C2CC(c3ccc(Cl)cc3)=NC(C(C)C)N2)c1O (stereo not given)	-52	-1.2	0.7	6
65	COC(=O)c1c(NC(=O)Cc2cccs2)sc(C(=O)Nc2ccccc2OC)c1C	-2	-0.1	-0.2	1
66	Cc1ccc(-n2nnc(S(=O)(=O)c3ccccc3)c2N)cc1	-4	3.5	0.0	2
67	NS(=O)(=O)c1ccc(C(=O)OCc2ccccc2Br)cc1	1	-1.1	0.1	5
68	O=C(NC1CC1)c1cc(N2CCN(Cc3ccc4c(c3)OCO4)CC2)nc2ccccc12	5	0.1	0.0	10
69	COc1ccccc1-n1c(CCN2C(=O)c3ccccc3C2=O)nc2ccccc2c1=O	4	-1.6	-0.2	3
70	C/C(=N\OC(=O)c1ccc(C(F)(F)F)cc1)c1cnccn1	-2	-0.4	0.0	2
71	CCOc1ccc(-n2c(C)nnc2SCC(=O)N(CC)CC)cc1	10	0.6	0.0	16
72	COC(=O)C1=C(C)NC(=O)NC1c1ccc([N+](=O)[O-])o1 (stereo not given)	1	-0.7	-0.1	-5
73	Cc1ccc(/C=C/C(=O)Nc2nc(C)c(C)s2)cc1	-46	1.6	-0.1	4
74	O=C(Cn1cnc2ccccc2c1=O)Nc1nc(-c2ccc(Cl)s2)cs1	9	-1.0	0.0	-10
75	COc1cccc(/C=C/C(=O)c2cc3cccc(OC)c3oc2=O)c1	-8	-1.1	0.2	5
76	CC1CN(Cc2ccc(Oc3ncccn3)cc2)Cc2ccccc2O1 (stereo not given)	5	1.2	-0.3	-2
77	CCC(C)Oc1cccc(OCCN2CCN(C)CC2)c1 (stereo not given)	-3	-1.4	-0.1	-23
78	c1cncc(CCNc2ccc3ncc(-c4ccc5[nH]ccc5c4)n3n2)c1	-12	1.1	-1.1	-11
79	COC(=O)c1cccc(CN2C(=O)C(F)(F)Oc3ccc(C(=O)OC)cc32)c1	-5	-1.2	-0.3	-7
80	Cc1ccc(NC(=O)CN(C)C(=O)CSc2nnc(-c3ccc(Cl)cc3)o2)cc1	-8	0.5	-0.1	-5
81	CC(C)Cn1c(N)c(C(=S)NC(=O)c2ccco2)c(=O)n(C)c1=O	1	0.5	0.4	7
82	CCCn1cc(SCC(=O)Nc2cccc(C)c2)c2ccccc21	6	0.6	0.3	-18
83	COc1cccc(OC)c1OCCNCc1ccccc1	3	-1.1	-0.3	34
84	CCOC(=O)C1=C(C)N(c2ccc(OCC)cc2)C(=O)/C1=C\c1ccc([N+](=O)[O-])cc1	6	0.3	0.4	14
85	CCN1c2ccc(S(=O)(=O)N3CCOCC3)cc2N(Cc2ccc(OC)cc2)C1C (stereo not given)	-10	-1.2	-0.1	-11
86	CCN(CC)c1nc(Nc2cc(OC)c(OC)c(OC)c2)nc(N2CCN(c3ccccn3)CC2)n1	-3	0.3	0.3	12
87	Nc1ncnc2nc(SCCOc3ccccc3)[nH]c12	-6	-1.9	0.2	-2
88	O=C(C1C2CCCCC21)N(CCN(Cc1ccccc1)C(=O)C1C2CCCCC21)Cc1ccccc1 (stereo not given)	10	0.6	0.1	0
89	CN(CC(=O)N1CCc2ccccc21)S(=O)(=O)c1cccc2cnccc12	34*	-0.4	-0.1	16
90	COc1ccc(Oc2cc(Cl)nc(N)n2)cc1	-6	-2.0	0.1	11
91	O=C(Nc1nc2ccccc2c2nc3ccccc3n12)c1ccc(S(=O)(=O)N2CCCC2)cc1	-7	1.3	0.0	0
92	O=C1NCCN(Cc2ccccn2)C1CC(=O)N1CC=C(c2ccccc2)CC1 (stereo not given)	-7	0.6	0.0	11
93	c1ccc2nc(N3CCCCCC3)ccc2c1	-25	0.3	0.4	-1
94	CC1(C)CC(N=c2c(Cl)cc(Cl)cn2O)CC(C)(C)N1	0	1.4	0.1	4
95	NC(=O)Cn1cnc2scc(-c3ccc(Br)cc3)c2c1=O	3	0.7	-0.3	7
